Assay outcomes as filed in PubChem.
HTR5A ag ctr: HTR5A agonists in luminescence cell assay, primary screen, counter-screen for OPRM1-OPRD1 heterodimer agonist project, full-deck HTS; 5-hydroxytryptamine receptor 5A (Homo sapiens), P47898; cell-based; activation, % at 9.3 µM; 0.61% of 340,000 active; AID 504692, 2011; in the data active = activation mostly above about 9.5%, no sharp cut-off; inactive = mostly below about 7.6%;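 also: 0% = cells with vehicle only and 100% = reference agonist; strong numbers were not always called active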
Arrestin-AP2 inh: inhibitors of beta-arrestin/AP2 binding, primary screen, biochemical, GPCR trafficking, flow cytometry | FITC-arrestin peptide / GST-AP2 beads; AP2 beta2 appendage carries R879A mutation | inhibition, % at 10 µM | 0.31% of 340,000 active | beta-arrestin 1 C-terminal peptide binding to AP2 beta2-adaptin appendage (human);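 active = inhibition above a set limit, near 3 SD of compounds lacking own fluorescence, cut at about 54% in these data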;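 also: plate controls were DMSO wells for no effect and 5 µM unlabelled arrestin peptide for full effect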
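Test system: GST-tagged AP2 beta2-adaptin appendage (R879A) on 4 µm glutathione beads; also added: fluorescein-tagged arrestin peptide at 50 nM final; timing: 12 min plus 1 h, RT; signal: flow cytometry, FL1 (488/535 nm); read-out: percent drop in bead-associated FITC signal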
V-ATPase pH: regulators of yeast V-ATPase proton pumping, primary screen, pHLuorin cytosolic pH fluorescence | S. cerevisiae | 0.37% of 350,000 active | response, % at 10 µM; in the data active = response mostly above about 7.3%, no sharp cut-off; inactive = mostly below about 5.4%; also: actives read high; inactives centre near 0; some compounds called inactive have numbers as strong as hits; reference of the scale not given here
DAGLB inh: DAGLB lipase inhibitors, primary screen, biochemical, fluorescence, HTS | inhibition, % at 5.17 µM | HEK293T DAGLB membrane lysate, EnzChek fluorogenic substrate | 0.059% of 340,000 active | Diacylglycerol lipase-beta (Homo sapiens), Q8NCG7; in the data active = inhibition above about 34%;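 also: 0% = enzyme with vehicle and 100% = wells lacking enzyme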
HTR5A inv ctr: HTR5A inverse agonists in luminescence cell assay, primary screen, counter-screen for OPRM1-OPRD1 heterodimer inverse agonist project, full-deck HTS; inhibition, % at 9.3 µM; 0.083% of 340,000 active; 5-hydroxytryptamine receptor 5A (Homo sapiens), P47898; HTR5A cell line, inverse agonism; in the data active = inhibition mostly above about 23%, no sharp cut-off; inactive = mostly below about 18%;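 also: 0% = cells with DMSO and 100% = no-cell wells with DMSO; some compounds called inactive have numbers as strong as hits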
OPRM1-OPRD1 inv: inverse agonists of MOR-DOR heterodimerization, primary screen, cell-based, luminescence; 0.21% of 340,000 active; AID 504357, 2011; inhibition, % at 9.3 µM; cell-based MOR-DOR heterodimer luminescence, inverse agonism; in the data active = inhibition above about 22%, passing the limit was not always enough;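 also: 0% = cells with DMSO and 100% = wells without cells with DMSO; values of inactives mirror those of a sister screen read the other way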
Target sequence (P35372 whole entry, looked up): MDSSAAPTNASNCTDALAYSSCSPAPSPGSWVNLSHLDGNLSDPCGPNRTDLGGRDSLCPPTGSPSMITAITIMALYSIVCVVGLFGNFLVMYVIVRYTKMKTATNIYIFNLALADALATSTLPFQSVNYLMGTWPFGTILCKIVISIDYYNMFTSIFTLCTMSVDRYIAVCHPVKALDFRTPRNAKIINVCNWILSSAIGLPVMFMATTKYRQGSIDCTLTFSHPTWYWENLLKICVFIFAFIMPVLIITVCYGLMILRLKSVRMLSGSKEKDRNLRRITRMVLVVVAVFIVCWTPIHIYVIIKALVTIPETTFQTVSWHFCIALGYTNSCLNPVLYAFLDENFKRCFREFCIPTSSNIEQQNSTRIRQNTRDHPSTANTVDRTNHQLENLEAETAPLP
Target sequence (P41143 whole entry, looked up): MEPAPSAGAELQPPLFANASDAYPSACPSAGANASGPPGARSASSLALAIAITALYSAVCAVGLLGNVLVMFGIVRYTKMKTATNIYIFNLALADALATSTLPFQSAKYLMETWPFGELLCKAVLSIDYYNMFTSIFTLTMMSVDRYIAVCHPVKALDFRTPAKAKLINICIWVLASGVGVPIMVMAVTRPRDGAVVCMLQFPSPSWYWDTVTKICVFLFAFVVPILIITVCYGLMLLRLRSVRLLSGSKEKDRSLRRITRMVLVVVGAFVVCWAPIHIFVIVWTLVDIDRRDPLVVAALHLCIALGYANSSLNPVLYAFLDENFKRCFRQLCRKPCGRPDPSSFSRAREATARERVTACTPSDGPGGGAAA
PKA-R1A act: activators of PKA-R1A holoenzyme, primary screen, biochemical, fluorescence polarization, Cy5-IP20, bovine R1A, mouse PKAc; cAMP-dependent protein kinase type I-alpha regulatory subunit (Bos taurus) + …; PKA-R1A dissociation; scaled: DMSO 0%, 113 µM cGMP 100%; 0.083% of 340,000 active; activation, % at 11.4 µM;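 active = percent activation above the mean of all tested compounds plus 3 SD, cut at about 19% in these data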;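 also: higher means more PKAc released from R1A so a rise in polarization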
MOR-DOR ag: agonists of OPRM1-OPRD1 heterodimerization, primary screen, cell-based, luminescence; cells; AID 504326, 2011; activation, % at 9.3 µM; 0.3% of 340,000 active; in the data active = activation above about 18%;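 also: 0% = vehicle-treated cells and 100% = reference agonist; values of inactives mirror those of a sister screen read the other way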
Pemphigus Ab inh: inhibitors of pemphigus antibody binding to DSG3, primary screen, biochemical, bead-based, flow cytometry, scFv-GFP. Desmoglein-3 (Homo sapiens), P32926. binding (percent of control), % at 10 µM. 0.48% of 310,000 active. DSG3-coupled beads, scFv-anti-DSG3-GFP binding; stronger effect = lower value;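 active = binding more than 3 SD below its plate's average and above zero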;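 also: hits lower antibody fragment binding to DSG3; some compounds called inactive have numbers as strong as hits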
PKA-R2B act: activators of PKA-R2B holoenzyme, primary screen, biochemical, fluorescence polarization, Cy5-IP20, human | cAMP-dependent protein kinase catalytic subunit beta (Homo sapiens) + cAMP-dependent … | PKA-R2B holoenzyme dissociation; R2B truncated from residue 108, S112A mutant; 0% DMSO only, 100% 113 µM cGMP | activation, % at 11.4 µM | 0.079% of 340,000 active | AID 504700, 2011;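 active = activation above a cutoff set at the mean over all compounds plus 3 SD, cut at about 18% in these data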;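 also: higher means more holoenzyme dissociation and a rise in polarization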
The depositor's hits bear a star; x = no result given.

cpd | structure | HTR5A ag ctr | Arrestin-AP2 inh | V-ATPase pH | DAGLB inh | HTR5A inv ctr | OPRM1-OPRD1 inv | PKA-R1A act | MOR-DOR ag | Pemphigus Ab inh | PKA-R2B act
1 | CC(OC(=O)c1cccc([N+](=O)[O-])c1)C(=O)N1CCc2ccccc21 (configuration not stated) | 0 | 0 | 2 | -2 | 1 | 6 | -3 | -1.6 | 99 | 5
2 | CNC(=O)c1sccc1SCc1c(Cl)cccc1Cl | -1 | 13 | 4 | -4 | 7 | 3 | 9 | -0.6 | 96 | -2
3 | O=C1CC(N2CCN(c3ccccc3F)CC2)C(=O)N1c1ccc(F)cc1 (configuration not stated) | -2 | 34 | 3 | -2 | -26 | 6 | -10 | -1.0 | 103 | -8
4 | CS(=O)(=O)c1ccc(-c2nnc(NC(=O)c3cccc(N4C(=O)CCC4=O)c3)o2)cc1 | 3 | 2 | -2 | -2 | -9 | 3 | -14 | -0.5 | 93 | -2
5 | COc1ccc2cc(C(=O)NC3CCCCC3)c(=O)oc2c1 | 4 | -6 | 1 | -1 | -8 | 12 | -6 | -2.4 | 107 | 3
6 | Cc1[nH]n(-c2ccccc2)c(=O)c1/C=N/NC(=O)c1cccc([N+](=O)[O-])c1 | -2 | 0 | -3 | 3 | -12 | 16 | -2 | -2.8 | 115 | -11
7 | COC(=O)Cc1c(C(=O)OC)nnn1-c1ccc(OC(F)(F)F)cc1 | -1 | 17 | 0 | 0 | 2 | 22 | -14 | -4.5 | 99 | -4
8 | Cc1cccc(C(=O)N2CCN(Cc3nc4sc5c(c4c(=O)[nH]3)CCCC5)CC2)c1 | 4 | 2 | 1 | 3 | 3 | 14 | 7 | -2.7 | 100 | 7
9 | O=C(Nc1ccc2oc(-c3ccncc3)nc2c1)c1ccccc1 | 5 | -8 | -3 | 0 | -13 | 5 | 3 | -1.0 | 89 | -10
10 | COc1ccccc1NC(=O)CN1CCC(c2nc3ccccc3[nH]2)CC1 | 4 | 37 | -2 | 0 | -14 | -2 | -2 | 0.3 | 104 | 1
11 | CCOC(=O)N1CCN(S(=O)(=O)c2ccc(C(=O)NNc3nc4ccc(Cl)cc4s3)cc2)CC1 | -1 | 12 | 1 | 5 | -16 | -1 | -7 | 0.2 | 108 | -12
12 | COc1ccc(NC(=O)CCOc2ccccc2)c(OC)c1 | 6 | 28 | 0 | -1 | -20 | 5 | -7 | -1.0 | 103 | -6
13 | Cc1cccc(C)c1NS(=O)(=O)c1c(C)[nH]c(=O)[nH]c1=O | -4 | 6 | 4 | -1 | 12 | 10 | 4 | -1.9 | x | 0
14 | CC(C)NC(=O)C1CCN(S(=O)(=O)c2ccc(N3CCCC3=O)cc2)CC1 | 0 | 31 | -7 | -4 | -15 | 11 | -10 | -2.3 | 101 | -8
15 | COc1ccc(F)cc1S(=O)(=O)N1CCC2(CC1)OCCN2S(=O)(=O)c1cccs1 | -4 | -15 | 0 | 0 | -3 | 15 | 4 | -2.9 | 98 | -16
16 | N#CC(CC(=O)c1ccc(F)cc1)c1ccc2c(c1)OCO2 (configuration not stated) | 2 | -5 | -4 | -5 | -9 | 18 | -12 | -3.2 | 97 | 7
17 | Cc1sc(N)c(C(=O)c2ccccc2Cl)c1C | -3 | -8 | 0 | 0 | 16 | -1 | -13 | 0.2 | 107 | -10
18 | CCC1CCCCN1CCCNC(=O)c1c(O)nc2cc(C)ccn2c1=O (configuration not stated) | 4 | 8 | 3 | -1 | 13 | 14 | -13 | -2.8 | 107 | -11
19 | COc1cc(-c2csc(C)n2)ccc1O | 1 | 1 | -1 | -1 | 19 | 8 | 5 | -1.4 | 102 | -5
20 | O=C(Nc1cccc(-c2ccc(N3CCOCC3)nn2)c1)c1ccc(Cl)cc1 | 0 | -5 | -5 | 1 | 16 | 15 | -15 | -3.1 | 106 | -5
21 | CC(C)[C@H](NC(N)=O)C(=O)NCCc1ccc(Cl)cc1Cl | 4 | 11 | 1 | 0 | -9 | 5 | -4 | -1.0 | 101 | -4
22 | Oc1ccc(/C=C/c2nc(-c3ccccc3O)n(-c3ccccc3)n2)cc1 | 8 | 2 | 1 | -2 | -25 | -55 | -4 | 12 | 98 | -10
23 | CC(C)Oc1ccc(S(=O)(=O)N2CCOCC2)cc1NC(=O)CCCSc1ccccc1 | -3 | -1 | -3 | -6 | 9 | -15 | 5 | 2.4 | 107 | -4
24 | Cn1c(CSCc2ccc(F)cc2)nnc1SCC(=O)N1CCN(c2ccccc2)CC1 | -2 | 14 | -2 | 0 | 5 | 7 | -3 | -1.4 | 100 | 8
25 | CC(=O)c1cccc(NC(=O)CCNS(=O)(=O)c2cccc(C(C)=O)c2)c1 | 0 | -4 | -5 | 1 | -3 | -1 | 2 | 0.1 | 102 | 0
26 | COc1ccc(NC(=O)c2cccc(NC(=O)c3ccccc3)c2)c(OC)c1 | 2 | 1 | 1 | -3 | -17 | -16 | 5 | 3.2 | 94 | -4
27 | Cc1nc2scc(C)n2c(=O)c1S(=O)(=O)N1CCN(c2ccccc2)CC1 | -2 | -11 | 1 | 0 | 4 | 3 | -12 | -0.4 | x | -4
28 | O=C(CN(C(=O)c1csnn1)c1cccc2c1CCCC2)NC1CCCC1 | -1 | 30 | 4 | -3 | 1 | 12 | -2 | -2.0 | 100 | -10
29 | COc1ccc2[nH]c(C(=O)N(C)Cc3ccccc3)c(C)c2c1 | -1 | -9 | 10 | 3 | 6 | 10 | -10 | -2.1 | 102 | -2
30 | Cn1cc(C(=O)N2CCc3ccccc32)cn1 | 4 | -3 | -3 | -1 | -2 | 5 | 0 | -1.0 | 123 | 10
31 | COc1cc(NC(=O)COC(=O)CCCC2=NS(=O)(=O)c3ccccc3N2)cc(OC)c1 | 2 | 20 | -2 | -1 | -8 | 13 | -7 | -2.3 | x | -3
32 | Nc1nccc(SCc2ccccc2)n1 | -3 | -16 | -4 | -4 | 13 | 6 | -14 | -1.2 | 116 | 1
33 | CC(CC(=O)O)Nc1ccccc1O (configuration not stated) | -1 | 8 | 0 | 0 | 1 | -4 | 5 | 0.8 | 104 | 5
34 | O=C(c1ccccc1)c1c[nH]c(C(=O)NNc2ccccc2)c1 | 1 | 34 | 19 | -2 | -4 | 16 | -2 | -2.8 | 97 | -1
35 | COCCCNC(=S)NNC(=O)C1CC1c1ccc(C(C)(C)C)cc1 (configuration not stated) | -8 | -4 | 0 | 1 | 11 | 8 | -4 | -1.6 | 89 | 5
36 | O=C(NCC(=O)N1CCN(S(=O)(=O)c2ccccc2)CC1)c1ccc(Br)o1 | 0 | -4 | -6 | 0 | 23 | 16 | -16 | -3.2 | x | -11
37 | CCCN(CCC)CCNC(=O)c1cn(C)c(=O)c2c1c1ccccc1n2C | 3 | 36 | -2 | -1 | -14 | 5 | 11 | -0.9 | 95 | 8
38 | COc1ccc(NC(=O)CSCC(=O)Nc2cccc3ncccc23)cc1 | -2 | -3 | -8 | -3 | 17 | 9 | -3 | -1.8 | 107 | -1
39 | O=C(CC(O)c1ccccc1)Nc1ccccn1 (configuration not stated) | -1 | -10 | 4 | 0 | 6 | 17 | 7 | -3.2 | 92 | -3
40 | COc1ccc(CCNC(=O)CCCCCNc2nc(=S)[nH]c3ccccc23)cc1OC | 5 | 0 | 3 | 0 | -13 | 3 | -9 | -0.5 | 99 | -1
41 | CCN(CC(=O)Nc1c(F)cccc1F)C(=O)CCCNC(=O)c1ccc(Cl)cc1 | 5 | -8 | -1 | 2 | -13 | -9 | 7 | 1.3 | 104 | -2
42 | Cc1ccc(/C=N/NC(=O)CN2C(=O)CSc3ccccc32)o1 | -2 | -7 | 0 | 0 | -5 | 5 | -3 | -1.0 | 111 | -3
43 | Cc1nccn1Cc1cccc2ccccc12 | -1 | 0 | -2 | 0 | -30 | 9 | 9 | -1.7 | 113 | 0
44 | O=C(O)c1ccccc1C(=O)Nc1nccs1 | 3 | 5 | 3 | 3 | -13 | 11 | -12 | -2.3 | 103 | 1
45 | NC(=S)Nc1ccccc1Br | -2 | 45 | -2 | -2 | 6 | 21 | 5 | -4.3 | x | 6
46 | COCCNc1c2c(nc3ccccc13)CCC2 | 0 | 18 | 3 | -2 | 1 | 4 | 2 | -0.7 | 117 | 3
47 | CCOC(=O)CSc1nnc(-c2cc(OC)c(OC)c(OC)c2)o1 | -7 | -4 | -1 | 0 | 3 | 2 | -6 | -0.4 | 108 | -13
48 | COc1ccccc1CNCCS(=O)(=O)NCc1ccccc1 | 2 | 40 | 0 | 1 | -7 | 0 | -8 | -0.1 | 95 | 2
49 | CCCCN(C(=O)c1ccc(COc2ccccc2)o1)c1c(N)n(CC(C)C)c(=O)[nH]c1=O | -1 | 31 | 8 | -3 | 4 | 8 | -8 | -2.0 | x | -13
50 | CCCC(NC(=O)COc1cc2c(c3oc(=O)cc(C)c13)CCC(C)(C)O2)C(=O)O (configuration not stated) | 0 | 6 | 5 | 1 | 1 | 15 | -8 | -3.2 | 99 | -3

Next entries.
cpd | structure | HTR5A ag ctr | Arrestin-AP2 inh | V-ATPase pH | DAGLB inh | HTR5A inv ctr | OPRM1-OPRD1 inv | PKA-R1A act | MOR-DOR ag | Pemphigus Ab inh | PKA-R2B act
51 | C=CCNC(=O)COC(=O)CCC(=O)c1cccs1 | 1 | -8 | 1 | -5 | 11 | 19 | 3 | -3.6 | 98 | 7
52 | Cc1ccc(S(=O)(=O)N/N=C/c2ccccc2O)cc1 | 3 | -16 | -2 | -1 | -10 | 13 | -10 | -2.8 | 101 | -1
53 | CCOC(=O)C(NC(=O)c1ccccc1Cl)(Nc1ccc(C)c(C)c1)C(F)(F)F (configuration not stated) | -3 | -2 | -2 | -4 | -13 | 10 | 1 | -1.6 | 97 | -6
54 | Cc1ccc(C)c2[nH]c(=O)c(CCNC(=O)c3ccc(S(=O)(=O)N4CCCC4)cc3)cc12 | 1 | -12 | -4 | 0 | -3 | 4 | 0 | -0.9 | 112 | 4
55 | COc1ccc(C=C(c2nc3ccccc3s2)c2nc3ccccc3s2)cc1O | -1 | 1 | -1 | 3 | 24 | 18 | -8 | -3.5 | 134 | -12

Given in transposed form: two of the compounds above
43) Cc1nccn1Cc1cccc2ccccc12
44) O=C(O)c1ccccc1C(=O)Nc1nccs1
Assay by compound,43,44
HTR5A ag ctr,-1,3
Arrestin-AP2 inh,0,5
V-ATPase pH,-2,3
DAGLB inh,0,3
HTR5A inv ctr,-30,-13
OPRM1-OPRD1 inv,9,11
PKA-R1A act,9,-12
MOR-DOR ag,-1.7,-2.3
Pemphigus Ab inh,113,103
PKA-R2B act,0,1
